Bioassay records: PubChem, Broad Institute
PGC1a acetyl inh = PGC1a acetylation modulation, inhibitor mode; inhibition, % at 15.6 µM; AID 651687; U2OS PGC1a acetylation, AlphaScreen anti-acetyl-lysine; with virally co-expressed GCN5 acetyltransferase; 350,000 compounds, 0.17% hits;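 active = every replicate shows inhibition of at least 40%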;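 also: 0% = neutral control wells and 100% = positive control wells; some results beyond the cut were filed as inactive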
PAX8 inh HTS = PAX8 transcriptional activity inhibition; RMG-I TPO-luciferase reporter, SteadyGlo, 24 h; inhibition, % at 12.6 µM; 360,000 compounds, 1.2% hits;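 active = mean replicate inhibition at least 60% with every replicate also reaching 60%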;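 also: luciferase light reporting Pax8 driven TPO promoter activity; plate controls were median of neutral control wells for no effect and mitoxantrone controls for full effect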
Cneo AK release = causes C. neoformans cell lysis; adenylate kinase release luminescence, 4 h; normalised: neutral wells 0, clomiphene wells 100; lysis activity, % at 15 µM; 360,000 compounds, 0.2% hits;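 active = mean lysis activity across replicates of at least 80%, whatever share of replicates individually reach that level; inactive = mean lysis activity below 80%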
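Schedule: static 4 h at 37 °C with compound, 1 h detection; system: C. neoformans cells; benchmarks: Clomiphene as positive control; buffer or medium: fresh YPD medium; measure: luminescence rise reflecting yeast cell lysis; measured by: luminescent adenylate kinase detection reagent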
LGR2 antag = blocks bursicon-induced cAMP signaling via Drosophila LGR2; inhibition, % at 9.99 µM; 380,000 compounds, 0.35% hits; HEK293 LGR2, CRE-luciferase, bursicon-stimulated, 4 h;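 active = drop in luminescence signal, shown as inhibition above about 50% in the replicate tests, limit read from the data, passing the limit was not always enough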;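 also: agonist challenge used bursicon conditioned medium at about half maximal strength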
FN deposit inh = fibronectin deposition inhibition; AH1F fibroblasts, Alexa488-fibronectin deposition fluorescence, overnight; inhibition, % at 12.6 µM; 350,000 compounds, 0.086% hits; AID 743247;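 active = mean inhibition across replicates of 30% or more, regardless of how many single replicates reach that level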;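 also: positive control wells lacked labelled fibronectin entirely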
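Material: AH1F fibroblast monolayer depositing Alexa488-labelled fibronectin into matrix / Amount: 10000 AH1F cells per well / Signal: fluorescence 485/525 nm / Medium: DMEM, 2% serum / Compound: single dose, pinned / Incubation: 1 h cell adhesion before compound, then overnight fibronectin incubation / Reagent: Alexa488-FN, 24 nM final / Read-out: inhibition of fibronectin deposition signal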
miR-122 sensor = miR-122 inhibition in Huh7 cells. Huh7 miR-122 Renilla luciferase sensor, 48 h; neutral wells = 0, positive control = 100. activation (reporter increase), % at 12.5 µM. 340,000 compounds, 0.3% hits;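 active = mean replicate activation score at least 90 and every replicate individually at or above 90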;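 also: higher luciferase means less miR-122 activity so hits act as miR-122 inhibitors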
EWS-Fli block = inhibitors of EWS/Fli oncoprotein transcriptional activity; A673 NR0B1-luciferase reporter, viability-normalised; 350,000 compounds, 0.67% hits; inhibition, % at 12.6 µM;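 active = mean inhibition of at least 50% after viability correction, with every replicate also passing that limit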;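 also: firefly luciferase signal divided by Alamar Blue viability fluorescence both relative to DMSO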
CASP6 VEID inh = caspase-6 (human) enzyme inhibition | P55212 | purified caspase-6, Z-VEID-R110 cleavage fluorescence | inhibition, % at 12.5 µM | 350,000 compounds, 0.53% hits | AID 686996;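 active = mean inhibition across replicates at least about 35%, with every replicate also reaching that limit, limit read from the data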;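 also: 0% = median of neutral control wells and 100% = no fluorescence left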
Target sequence (P55212 24-179 limits assumed): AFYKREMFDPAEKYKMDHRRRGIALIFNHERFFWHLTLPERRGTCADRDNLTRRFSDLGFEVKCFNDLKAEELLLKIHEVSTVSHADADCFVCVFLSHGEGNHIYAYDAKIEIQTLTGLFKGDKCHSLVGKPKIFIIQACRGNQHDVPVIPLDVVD
Target sequence (P55212 194-293 limits assumed): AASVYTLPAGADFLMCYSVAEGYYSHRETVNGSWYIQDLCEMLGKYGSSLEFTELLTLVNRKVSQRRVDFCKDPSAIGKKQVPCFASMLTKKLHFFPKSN
Numbers without * were called inactive; . = no result given; [ ] = another dose, or the depositor's remark.

SMILES | PGC1a acetyl inh | PAX8 inh HTS | Cneo AK release | LGR2 antag | FN deposit inh | miR-122 sensor | EWS-Fli block | CASP6 VEID inh
O=C(N[C@@H]1CC[C@H](CCNS(=O)(=O)c2ccc(F)cc2)O[C@H]1CO)c1cccc(F)c1 | -3.7 | . | 2.1 | -4.2 | . | . | 0.6 | -2.0
Cc1cccc(-n2c(SCC(=O)NCc3ccc4c(c3)OCO4)nc3ccccc3c2=O)c1 | . | 2.4 | . | 6.9 | -8.1 | . | -14.4 | -1.4
COCCNC(=O)C[C@@H]1C[C@H]2c3cc(NC(=O)c4ccc5c(c4)OCO5)ccc3O[C@H]2[C@H](CO)O1 | -17.1 | -26.3 | 46.2 | -10.3 | . | -1.4[16.7 µM] | -17.0 | 3.6
C[C@H](CO)N1C[C@H](C)[C@@H](CN(C)C(=O)Cc2cccnc2)Oc2cc(C#Cc3ccccc3F)ccc2S1(=O)=O | -6.0 | -26.6 | . | -25.9 | 2.1 | . | 17.4 | -0.3
Cc1noc(C)c1-c1nc(CS(=O)(=O)c2ccc(Cl)cc2)no1 | . | 15.2 | . | 7.4 | -16.6 | . | 12.3 | 1.4
CC(=O)Oc1ccc(C(=O)Nc2ccc(S(=O)(=O)NCC3CCCO3)cc2)cc1 (configuration not stated) | . | 4.5 | -1.2 | 9.5 | 1.0 | 74.2 | 3.1 | 0.0
Cc1ccccc1S(=O)(=O)NCC[C@@H]1CC[C@@H](NC(=O)Nc2cccc(F)c2)[C@@H](CO)O1 | -14.3 | 12.5 | -1.1 | -11.9 | -11.3 | . | -2.6 | 0.8
COc1ccc2c(c1)CCN(C(=O)CCl)C2C1C(=O)CCCC1=O (configuration not stated) | . | 16.0 | . | 1.0 | 1.1 | . | 8.4 | 0.2
O=C(COC(=O)CSc1ccc(F)cc1)NNC(=O)c1ccc([N+](=O)[O-])cc1 | . | 6.0 | 0.2 | 3.3 | -1.9 | -5.7 | 4.5 | 2.0
COC(=O)C1=C(C)OC(N)=C(C#N)C1c1ccsc1 (configuration not stated) | . | 15.2 | 0.5 | . | 1.0 | 2.6 | . | .
O=C(Cc1n[nH]c(=O)c2ccccc12)OCC(=O)c1ccc(OC(F)F)cc1OC(F)F | -0.2 | -7.1 | -2.6 | 7.7 | -8.1 | -3.4 | 0.3 | -0.9
CCCCC(C(=O)NC(C)(C)C)N(Cc1ccccc1Cl)C(=O)c1snc(C(N)=O)c1N (configuration not stated) | -5.7 | -20.3 | -3.3 | -12.2 | 4.5 | -5.9 | -6.7 | -1.3
CCOc1ccc(N2CC(C(=O)Nc3ccc(S(=O)(=O)NCC4CCCO4)cc3)CC2=O)cc1 (configuration not stated) | 56.2* | -4.6 | 0.9 | 11.9 | -1.4 | 2.6 | -11.0 | 2.3
COc1ccc(Nc2nnc(Cc3ccc(Cl)cc3)c(=O)[nH]2)c(OC)c1 | . | 2.2 | -0.6 | . | -3.8 | 4.3 | . | .
C[C@H](CO)N1C[C@H](C)[C@@H](CN(C)Cc2ccc(Oc3ccccc3)cc2)Oc2ccc(NC(=O)C3CCCCC3)cc2C1=O | -10.1 | . | . | 15.7 | . | 0.2[16.7 µM] | 14.0 | .
C[C@H]1CN([C@@H](C)CO)C(=O)Cc2cc(NC(=O)Nc3ccc4c(c3)OCO4)ccc2O[C@H]1CN(C)S(=O)(=O)c1ccccc1 | 4.5 | . | . | 12.2 | 12.9 | 6.3[16.7 µM] | 55.2* | 1.4
Cc1ccc(C2=Nn3c(COc4ccc(Cl)cc4)nnc3SC2CC(=O)O)cc1 (configuration not stated) | . | -23.8 | -0.4 | -13.0 | 11.3 | -0.8 | 4.0 | 11.3
Cc1ccc(NC(=O)C2CCCN(C(=O)c3ccc(Cl)cc3)C2)cc1 (configuration not stated) | 2.0 | -38.2 | . | . | -2.4 | . | -34.7 | 1.6
CC(=O)c1c(C)nn(CCC(=O)O)c1C | 8.8 | -4.0 | 0.4 | . | -2.8 | -6.0 | . | .
O=C(C[C@@H]1CC[C@H]2[C@@H](COC[C@H](O)CN2C(=O)Nc2cccc(Cl)c2)O1)NCCCN1CCOCC1 | 0.4 | -1.9 | 1.4 | -1.7 | -1.1 | -0.7[16.7 µM] | -11.0 | -0.3
CN(C)S(=O)(=O)n1cnc(-c2ccccc2)c1-c1ccccc1 | -23.1 | 26.3 | 0.3 | . | . | 4.2 | . | .
Cc1c(C2(O)C(=O)Nc3ccc(F)cc32)c(=O)n(-c2ccccc2)n1C (configuration not stated) | 4.6 | 0.2 | -0.9 | . | -3.2 | -11.3 | . | .
Cc1cccc(C)c1OC1(c2ccccc2)OC(=O)c2ccccc21 (configuration not stated) | -72.1 | . | -0.3 | . | -8.4 | -1.6 | . | .
CC(CCC(=O)O)C1CC[C@H]2C3CCC4CC(=O)CCC4(C)[C@H]3CC(=O)C12C (some centres not stated) | 5.9 | -2.5 | -1.4 | -6.4 | -1.4 | . | 15.1 | -4.2
O=c1cc(-c2ccccc2)nc(N2CCN(Cc3ccccc3)CC2)[nH]1 | -3.3 | . | -0.5 | 0.4 | . | 1.8 | . | .
Cc1nn(Cc2ccc(Cl)cc2)c(C)c1NC(=O)c1noc2c1CCc1ccccc1-2 | 2.0 | 9.8 | -0.5 | 3.5 | -3.2 | -4.8 | -7.1 | -1.4
O=C(c1cc(Cl)c(=O)n(Cc2ccc(Cl)cc2)c1)N1CCOCC1 | 9.0 | 22.2 | . | 4.0 | 0.8 | 11.4 | . | -2.0
Cc1ccc(S(=O)(=O)Nc2ccc3c(c2)CC(=O)N([C@H](C)CO)C[C@H](C)[C@@H](CN(C)Cc2ccc(Oc4ccccc4)cc2)O3)cc1 | -7.5 | 26.5 | 1.9 | -9.5 | . | -7.7[16.7 µM] | 4.6 | -0.4
Cc1ccc(NC(=O)C(Cc2ccccc2)n2cccc2)cc1 (configuration not stated) | -12.4 | 5.0 | . | 3.9 | -14.3 | . | -4.7 | 2.1
Cc1[nH]c2ccccc2c1C(=O)CN1CCCC(C)C1 (configuration not stated) | 12.2 | -2.2 | 0.1 | 2.4 | -8.8 | -4.8 | 22.3 | -1.6
CC(C)CN1CCN(Cc2cccc3ncccc23)CC1CCO (configuration not stated) | . | 3.0 | . | 4.6 | 7.7 | . | -9.4 | -2.1
CCC(CC)NC(=O)C1CC(=O)N(CCc2ccc(F)cc2)C1 (configuration not stated) | . | 11.9 | -0.8 | 2.6 | 1.7 | -2.2 | 7.0 | -0.5
N=c1n(CC(=O)c2cccs2)c2ccccc2n1Cc1ccccc1 | -3.7 | 3.8 | . | 2.2 | -2.5 | . | 16.7 | -1.9
COc1cc(C(=O)Nc2cc(C)ccn2)ccc1OCC(=O)N1CCOCC1 | -19.8 | 7.3 | -1.5 | 7.7 | . | -3.4 | . | -2.0
CCCCCCCc1ccc(-c2ccc(O)cc2)nc1 | -4.3 | -115.2 | . | -33.6 | . | . | 3.6 | 12.2
CCN(C(=O)CSc1nc2ccccc2c(=O)n1-c1ccc(C)cc1)C1CCS(=O)(=O)C1 (configuration not stated) | -2.1 | 2.8 | . | -20.8 | . | . | 0.7 | 1.0
O=C(c1ccccn1)N1CC[C@H]2[C@H](CO)Nc3ccc(-c4ccccc4)cc3[C@H]21 | 0.3 | -9.9 | -0.9 | -13.1 | 7.5 | 3.1[16.7 µM] | -6.4 | 1.1
COCC(=O)Nc1ccc2c(c1)[C@H]1C[C@@H](CC(=O)NCc3ccncc3)O[C@@H](CO)[C@H]1O2 | 3.4 | . | -4.8 | -2.2 | -5.3 | 2.2[16.7 µM] | 3.6 | -6.1
Cn1cnnc1Sc1nc2ccccc2nc1NS(=O)(=O)c1ccccc1 | 8.1 | . | -0.9 | 7.4 | -1.3 | -3.7 | . | .
O=C(NC[C@H]1[C@@H](c2ccccc2)[C@@H](CO)N1CC1CCCC1)c1ccccc1 | -10.1 | -6.7 | 1.1 | -1.5 | . | -11.8[16.7 µM] | 2.2 | -2.2

6 compounds already listed, sorted by their value in PGC1a acetyl inh, largest number first.
canonical_smiles	PGC1a acetyl inh
COCC(=O)Nc1ccc2c(c1)[C@H]1C[C@@H](CC(=O)NCc3ccncc3)O[C@@H](CO)[C@H]1O2	3.4
CCN(C(=O)CSc1nc2ccccc2c(=O)n1-c1ccc(C)cc1)C1CCS(=O)(=O)C1 (configuration not stated)	-2.1
N=c1n(CC(=O)c2cccs2)c2ccccc2n1Cc1ccccc1	-3.7
CCCCCCCc1ccc(-c2ccc(O)cc2)nc1	-4.3
O=C(NC[C@H]1[C@@H](c2ccccc2)[C@@H](CO)N1CC1CCCC1)c1ccccc1	-10.1
COc1cc(C(=O)Nc2cc(C)ccn2)ccc1OCC(=O)N1CCOCC1	-19.8

New compounds follow:
SMILES | PGC1a acetyl inh | PAX8 inh HTS | Cneo AK release | LGR2 antag | FN deposit inh | miR-122 sensor | EWS-Fli block | CASP6 VEID inh
COc1ccc(-c2cc(C(=O)NC3=NCCS3)c3ccccc3n2)cc1OC | 9.4 | -36.9 | . | -0.8 | 4.5 | . | -70.9 | -1.4
Cc1cc(=O)oc2cc(OC(=O)CCN3C(=O)c4ccccc4C3=O)ccc12 | 4.5 | . | . | -7.3 | . | -4.4 | 6.2 | 0.6
C[C@H](CO)N1C[C@H](C)[C@@H](CN(C)CC2CC2)Oc2c(NC(=O)Cc3ccccc3)cccc2C1=O | . | 11.9 | 0.7 | 5.3 | 9.6 | 51.0 | 4.1 | 1.8
C/C(=N\Nc1ccc(Cl)c(C(=O)O)c1)c1cccc2ccccc12 | . | -25.3 | -8.8 | 6.8 | 3.7 | . | -34.5 | .
COc1ccc(Cl)cc1-c1cc(C(=O)NCc2ccccc2)[nH]n1 | -17.3 | 4.1 | 2.7 | 0.4 | 10.4 | 1.5 | 15.7 | 1.2
COc1ccc(CC(=O)OCC(=O)NC(=O)NC(C)C)cc1 | 0.2 | . | 0.2 | . | -5.2 | -3.8 | . | .
OC[C@@H]1[C@H]2c3ccccc3NC[C@H]2N1Cc1ccccc1Cl | 0.6 | 17.0 | 5.8 | 4.1 | 1.6 | -7.1[16.7 µM] | 4.2 | -0.9
COc1ccc2c3c(n(C)c2c1)[C@H](CO)N(S(C)(=O)=O)CC31CCN(Cc2cccnc2)CC1 | 4.3 | -30.5 | . | -8.1 | . | . | -15.0 | -3.7
CCOc1cc(C2c3c(n[nH]c3C)C(=O)N2c2ccc(C)cc2)ccc1O (configuration not stated) | -6.7 | . | -0.6 | . | -3.0 | -4.7 | . | .
C[C@H]1CN([C@@H](C)CO)C(=O)c2cc(NC(=O)Nc3ccc4c(c3)OCO4)ccc2O[C@@H]1CN(C)Cc1ccncc1 | 10.0 | -5.8 | 7.8 | 12.4 | 2.0 | 38.3[16.7 µM] | . | -1.5
CC1(c2nnc(-c3cccc(Cl)c3)o2)CC(c2ccccc2F)=NO1 (configuration not stated) | -2.5 | -13.0 | -1.3 | -14.6 | 3.1 | -0.8 | -11.3 | .
COc1cccc(/C=N/NC(=O)N/N=C/c2cccc(OC)c2O)c1O | . | 17.3 | -0.3 | -53.7 | 9.9 | . | -10.2 | 20.6

Quoted at random: two entries already listed
SMILES | PGC1a acetyl inh | PAX8 inh HTS | Cneo AK release | LGR2 antag | FN deposit inh | miR-122 sensor | EWS-Fli block | CASP6 VEID inh
C[C@H]1CN([C@@H](C)CO)C(=O)c2cc(NC(=O)Nc3ccc4c(c3)OCO4)ccc2O[C@@H]1CN(C)Cc1ccncc1 | 10.0 | -5.8 | 7.8 | 12.4 | 2.0 | 38.3[16.7 µM] | . | -1.5
COc1ccc(CC(=O)OCC(=O)NC(=O)NC(C)C)cc1 | 0.2 | . | 0.2 | . | -5.2 | -3.8 | . | .
